Screens: PubChem BioAssay, Sanford-Burnham Center for Chemical Genomics
Gli-Sufu antag: Gli-Sufu pathway antagonists, primary screen, luciferase luminescence, Sufu-KO-LIGHT cells, uHTS; Sufu-KO-LIGHT fibroblasts, Gli luciferase reporter luminescence; inhibition, % at 5 µM; 0.74% of 340,000 active;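 active = inhibition above about 55%, limit read from the data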;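 note: 0% = DMSO-treated cells and 100% = wells with medium but no cells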
697 NFkB inh: inhibitors of PMA/ionomycin-induced NF-kB reporter, 697 cells, primary screen, B-cell NF-kB inhibitor project, cell-based, luminescence, uHTS; 0.33% of 330,000 active; inhibition, % at 4 µM; 697 B-cell NF-kB luciferase reporter, 16 h; in the data active = inhibition above about 35%
Apaf-1 inh: inhibitors of human Apaf-1 apoptosome, primary screen, biochemical, DEVD-Rh110 fluorescence, uHTS; Apoptotic protease-activating factor 1 (Homo sapiens), O14727; reconstituted apoptosome caspase-3 activity; inhibition, % at 20 µM; 0.71% of 330,000 active; active = inhibition of at least 40% at 20 µM;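 note: plate controls were DMSO wells for no effect and DEVD-CHO caspase inhibitor wells for full effect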
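detection = Rh110 fluorescence intensity | test system = biochemical Apaf-1 apoptosome reconstitution | also added = cytochrome c and DEVD-Rh110 substrate | schedule = 30 min plus 50 min, RT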
SENP8 block: SENP8 protease inhibitors, primary screen, biochemical, luminescence. inhibition, % at 10 µM. 1.2% of 330,000 active. purified SENP8, Z-RLRGG-aminoluciferin cleavage. Sentrin-specific protease 8 (Homo sapiens), Q96LD8
Target sequence (Q96LD8 whole entry, looked up): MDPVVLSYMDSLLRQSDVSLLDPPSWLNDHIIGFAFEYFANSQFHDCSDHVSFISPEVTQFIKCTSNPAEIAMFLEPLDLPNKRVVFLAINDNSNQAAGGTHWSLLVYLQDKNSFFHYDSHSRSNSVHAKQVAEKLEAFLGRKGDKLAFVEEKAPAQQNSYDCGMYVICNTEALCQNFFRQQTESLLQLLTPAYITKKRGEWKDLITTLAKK
HKDC1 inh: HKDC1 hexokinase inhibitors, primary screen, biochemical, fluorescence, uHTS; AID 493160, 2011; inhibition, % at 20 µM; 0.16% of 340,000 active; recombinant HKDC1, G6PDH/diaphorase resazurin coupled fluorescence;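 active = inhibition above about 35% when tested at 20 µM, limit read from the data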;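 note: plate controls were DMSO wells with enzyme for no effect and DMSO wells lacking enzyme for full effect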
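Assay system – recombinant HKDC1 (HK5) hexokinase enzyme, produced in-house · Input – HKDC1 at 5 µg/mL · Reagent – glucose plus 1 mM ATP as hexokinase substrates · Timing – 90 min reaction incubation at room temperature, dark · Measured by – G6PDH/diaphorase-coupled fluorescence, 1 mM NADP, 100 µM resazurin, 525/613 nm · Benchmarks – DMSO-enzyme wells negative, buffer-substituted wells positive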
Jurkat NFkB inh: inhibitors of induced NF-kB luciferase reporter, primary screen, TCR NF-kB activation inhibitor project, cell-based, luminescence, uHTS; Jurkat, PMA/ionomycin-induced NF-kB luciferase reporter; inhibition, % at 4 µM; 0.53% of 330,000 active; AID 435003, 2010
SENP7 block: SENP7 protease inhibitors, primary screen, biochemical, luminescence, uHTS | inhibition, % at 5 µM | 1.5% of 330,000 active | AID 434973, 2010 | recombinant SENP7, Z-RLRGG-aminoluciferin luminescence, 40 min;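 active = inhibition above about 50% at the single test dose, limit read from the data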;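 note: plate controls were DMSO with enzyme for no effect and no enzyme buffer wells for full effect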
Target sequence (Q9BQF6 706-1050 limits assumed): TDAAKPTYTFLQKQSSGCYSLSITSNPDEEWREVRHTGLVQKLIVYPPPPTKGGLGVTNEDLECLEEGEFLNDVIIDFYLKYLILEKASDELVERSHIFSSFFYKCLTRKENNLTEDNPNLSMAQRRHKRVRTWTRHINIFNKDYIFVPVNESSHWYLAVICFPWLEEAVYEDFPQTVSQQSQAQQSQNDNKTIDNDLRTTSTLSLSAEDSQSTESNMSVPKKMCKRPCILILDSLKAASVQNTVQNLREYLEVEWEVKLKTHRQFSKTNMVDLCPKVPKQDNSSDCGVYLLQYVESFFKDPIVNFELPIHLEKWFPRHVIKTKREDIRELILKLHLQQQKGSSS
UBC13 polyUb: UBC13 polyubiquitin chain formation inhibitors, primary screen, biochemical, TR-FRET, uHTS. inhibition, % at 20 µM. 0.47% of 330,000 active. Ubiquitin-conjugating enzyme E2 N (Homo sapiens), P61088; in the data active = inhibition above about 45%, passing the limit was not always enough; inconclusive = no clear call, values can overlap the other calls
Target sequence (P61088 whole entry, looked up): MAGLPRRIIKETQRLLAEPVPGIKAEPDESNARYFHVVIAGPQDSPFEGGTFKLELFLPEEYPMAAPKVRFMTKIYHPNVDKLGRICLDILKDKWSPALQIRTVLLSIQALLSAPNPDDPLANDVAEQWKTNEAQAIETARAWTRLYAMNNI
* marks the source's active call; other numbers are inactive results; ? = inconclusive; . = not tested or not shown. Cut-off read from the data, not from the text of the source, unless noted: active = inhibition above about 50%; inactive = the rest.

Sequence of screens: Gli-Sufu antag, 697 NFkB inh, Apaf-1 inh, SENP8 block, HKDC1 inh, Jurkat NFkB inh, SENP7 block, UBC13 polyUb
CCOc1ccc(/C=C2\CCC(C3CCCC3)C2=O)cc1 (configuration not stated)
 : -11, -97, 6, 31, -2, -74, 71*, 2
COc1ccc(Cn2cnc3c([N+](=O)[O-])c(C)c(C)cc32)cc1
 : 6, -42, 16, -9, -5, 25, -10, -6
CC(C)(C)C(=O)NC1(C(F)(F)F)NC(=O)N(Cc2ccccc2)C1=O (configuration not stated)
 : 6, -14, -20, 7, -1, 1, -3, 3
O=C(NC(=S)Nc1cccc(NC(=O)c2ccccc2)c1)c1cccc([N+](=O)[O-])c1
 : -1, 11, 5, -9, -2, -6, -7, -16
Cc1ccc(NC(=O)C(=O)NCc2ccc(/C=N/NC(=O)c3c(C)nc4ccccn34)o2)cc1
 : -4, -8, -7, -8, -6, -8, -8, -6
CC(C)C(=O)N(c1ccc2oc(=O)sc2c1)S(=O)(=O)c1ccccc1
 : 8, -7, -17, 2, -11, -3, 5, -4
CCNC(=S)NNC(=O)c1nn(C)c(C)c1Cl
 : 0, 6, -1, -3, -3, 10, 11, -2
Cc1nnc2c(NC3CCCC3)nc3ccccc3n12
 : 18, 8, -2, 10, -8, -17, 2, -6
CC(=O)c1ccc(N2CCN(CC(O)COC(c3ccccc3)c3ccccc3C)CC2)cc1 (configuration not stated)
 : 35, -39, 32, -8, 4, -1, -7, 2
COc1ccc(CCNC(=O)c2[nH]c(C)c(C(C)=O)c2C)cc1OC
 : 1, 22, 0, 1, -4, 9, 5, 1

Single entries from the list:
UBC13 polyUb, CC(C)(C)C(=O)NC1(C(F)(F)F)NC(=O)N(Cc2ccccc2)C1=O (configuration not stated) is entered as 3
Jurkat NFkB inh, CCOc1ccc(/C=C2\CCC(C3CCCC3)C2=O)cc1 (configuration not stated) is entered as -74

Next part:
Sequence of screens: Gli-Sufu antag, 697 NFkB inh, Apaf-1 inh, SENP8 block, HKDC1 inh, Jurkat NFkB inh, SENP7 block, UBC13 polyUb
Cn1c(SCc2ccc(Br)cc2)nnc1-c1ccccn1
 : -16, 11, 3, -4, 2, 3, -9, 3
CC/C(Cc1ccccc1)=N\NC(=O)c1cc(C)oc1C
 : -1, -2, 15, 0, -10, -2, 11, -6
CC(C)(Oc1ccc(Cl)cc1)C(=O)Nc1ccc2oc(-c3ccncc3)nc2c1
 : -5, -20, 2, 6, 5, 16, 0, 10
CC1Cc2ccccc2N1C(=O)COC(=O)C1=COCCO1 (configuration not stated)
 : -10, -21, 1, -2, 1, -5, 2, -6
COc1ccc(CNC(=O)CN(Cc2ccco2)C(=O)CNS(=O)(=O)c2ccccc2)cc1
 : -7, 19, -5, 12, 4, 33, -2, -5
COCCn1c(=S)[nH]c2cc(C(=O)N3CCC(C(N)=O)(N4CCCCC4)CC3)ccc2c1=O
 : 3, 13, -17, 3, -14, 4, -1, 23
Cc1ccc(NS(=O)(=O)c2ccc(C)c(NC(=O)COc3ccc4ccccc4c3)c2)c(C)c1
 : -17, -6, 7, -4, 18, -11, 0, -3
Cc1csc(NC(=O)CSc2nnc(-c3cccs3)n2C)n1
 : 4, 20, -8, -5, -10, 0, -4, -10
Cc1cc(C(=O)Nc2ccccc2C)n(-c2ccccc2)n1
 : 5, 3, 7, -7, -5, 2, -4, -5
CCOC(=O)N1CCN=C1SCc1ccc(C(F)(F)F)cc1
 : 7, 12, -19, -5, -1, 7, 4, 14

(cont.)
Sequence of screens: Gli-Sufu antag, 697 NFkB inh, Apaf-1 inh, SENP8 block, HKDC1 inh, Jurkat NFkB inh, SENP7 block, UBC13 polyUb
NS(=O)(=O)c1ccc(N2CCOCC2)c(C(=O)NCc2ccc3c(c2)OCO3)c1
 : -10, 11, 2, -6, 2, -8, -1, -1
O=C(CSc1ncn(-c2ccccc2)n1)Nc1ccc2c(c1)OCCO2
 : 5, 14, 6, -9, -3, -4, -5, -2
COC(=O)c1cccc(NC(=O)CCNC(=O)c2ccco2)c1
 : -17, -6, -5, -14, 0, 16, -8, -5
COc1ccccc1NC(=O)N1c2ccc(F)cc2CCC1C (configuration not stated)
 : 6, 9, 5, 4, 1, 8, 0, 4
c1ccc2sc(-c3ccc4c(c3)OCO4)nc2c1
 : -70, -361, 1, 96*, 2, -144, 100*, 6
Cc1cc(C)cc(N(CCC#N)C(=O)COC(=O)CNC(=O)c2sc3ccccc3c2Cl)c1
 : -4, -3, 22, -4, 1, -3, -1, 0
N#CC1=C(N)N(c2ccccc2C#N)C2=C(C(=O)CCC2)C1c1ccsc1 (configuration not stated)
 : 12, -8, 8, 3, 4, -19, 6, -14
COCCN(C(=O)c1ccc(OC2CCN(S(=O)(=O)N(C)C)CC2)cc1)C(C)C
 : 7, 7, -13, 19, -4, 14, 3, 0
CCOc1cc(/C=C2\CCn3c2nc2cc(Cl)ccc2c3=O)ccc1O
 : -6, -10, 15, 1, 6, 5, -1, -11
Cc1ccc(C)n1-c1cccc(S(=O)(=O)N2CCOCC2)c1
 : 0, 1, 12, 4, -5, 4, 4, 3

The list continues:
Sequence of screens: Gli-Sufu antag, 697 NFkB inh, Apaf-1 inh, SENP8 block, HKDC1 inh, Jurkat NFkB inh, SENP7 block, UBC13 polyUb
CCOc1ccc(S(=O)(=O)N2c3ccccc3CC2C)cc1 (configuration not stated)
 : 8, 10, 17, -8, -2, 71*, -10, -2
O=C(O)CCN1CCN(S(=O)(=O)c2ccc3ccccc3c2)CC1
 : 6, 10, 4, -1, -8, 19, -1, 12
O=c1c(Cl)c(NCCO)cnn1-c1cccc(Cl)c1
 : -7, -9, 10, -12, -7, 2, -5, 2
O=C(Cn1nc(-c2ccc3c(c2)OCCO3)ccc1=O)Nc1ccc(N2CCOCC2)cc1
 : ., 4, 2, 4, ., 8, 4, -6
CC(C)(C)c1cc(C(=O)NNc2cccc(Cl)c2)n(Cc2ccccc2)n1
 : -2, -51, 6, -4, 6, 11, -6, -5
COc1cc(OC)c(NC(=O)Cc2ccc(OC)c(S(=O)(=O)N3CCOCC3)c2)cc1Cl
 : 16, 12, -8, -2, 9, -5, 6, -2
CCCC(c1nnnn1Cc1cccs1)N1CCN(C)CC1 (configuration not stated)
 : 2, 9, 10, -8, 2, 1, -1, 1
CCOC(=O)c1cc2c(ccn2C)n1CC(=O)N(CC)CC
 : -14, -2, 6, -1, -4, 6, 8, 5
CC1(C)CC(=O)C(C=Nc2ccc3cn[nH]c3c2)=C(O)C1
 : 2, 13, 4, 2, 4, 13, -1, -9
N#Cc1ccccc1COc1cccc2c1CCCC2O (configuration not stated)
 : -5, -1, -3, 0, -4, -4, -3, 6

(cont.)
Sequence of screens: Gli-Sufu antag, 697 NFkB inh, Apaf-1 inh, SENP8 block, HKDC1 inh, Jurkat NFkB inh, SENP7 block, UBC13 polyUb
CCOC(=O)C1CCN(C(=O)C2CCN(c3nnc(-n4cccc4)s3)CC2)CC1
 : -14, -8, -2, -9, -4, -7, 10, -1
Cc1ccc(S(=O)(=O)N2CCN(S(=O)(=O)c3ccccc3Br)CC2)cc1
 : 3, 6, 28, ., -5, ., -5, .
COc1ccc(S(=O)(=O)N2CCOCC2)cc1C(=O)N1CCCCCC1
 : -2, 22, -2, 1, -7, 6, -2, -3
COc1ccc(NC(=O)Cc2nnc(SCC(=O)Nc3ccc(F)cc3)n2C)cc1
 : -8, 15, -5, 9, 3, 8, -4, 6
Nn1c(SCc2cccc3ccccc23)nnc1-c1ccco1
 : 8, 2, 5, -10, -8, 1, -6, -6
COc1cccc(COC(=O)c2cc(S(=O)(=O)N3CCCCC3)ccc2N2CCOCC2)c1OC
 : 9, -1, 14, 0, -3, 5, 10, ?
CCOc1cc(S(=O)(=O)N2CCCC2)ccc1Cl
 : -3, 13, -6, -1, -11, 4, 8, 3
O=C(Cn1ncc2c([nH]c3ccccc32)c1=O)NCC1CCN(Cc2ccccc2F)CC1
 : 5, 11, 6, -5, -1, -13, 12, -6
CCC1(C)Cc2ccccc2-c2nc3n(c(=O)c21)CCCCC3 (configuration not stated)
 : -1, 8, 0, 0, -6, -8, 1, -2
COc1ccc(NC(=O)c2cc([N+](=O)[O-])ccc2NC(=O)CNCc2ccccn2)c(OC)c1
 : -3, -51, 7, -4, -10, 18, -6, -14

Random excerpt: 3 compounds from above, in no set order.
Sequence of screens: Gli-Sufu antag, 697 NFkB inh, Apaf-1 inh, SENP8 block, HKDC1 inh, Jurkat NFkB inh, SENP7 block, UBC13 polyUb
Cc1nnc2c(NC3CCCC3)nc3ccccc3n12
 : 18, 8, -2, 10, -8, -17, 2, -6
CCOc1ccc(/C=C2\CCC(C3CCCC3)C2=O)cc1 (configuration not stated)
 : -11, -97, 6, 31, -2, -74, 71*, 2
NS(=O)(=O)c1ccc(N2CCOCC2)c(C(=O)NCc2ccc3c(c2)OCO3)c1
 : -10, 11, 2, -6, 2, -8, -1, -1

Following part.
Sequence of screens: Gli-Sufu antag, 697 NFkB inh, Apaf-1 inh, SENP8 block, HKDC1 inh, Jurkat NFkB inh, SENP7 block, UBC13 polyUb
COc1ccccc1NC(=O)C1=C(C)Nc2nc(-c3ccccc3)nn2C1c1ccccn1 (configuration not stated)
 : 8, 0, 10, 6, 3, 15, -1, 2
C=CCNC(=O)C(=O)NCCOc1ccccc1Cl
 : -2, -5, -16, -5, -3, 18, 2, 4
CC(=O)Nc1ccc(NC(=O)CCN2C(=O)C3CC=CCC3C2=O)cc1 (configuration not stated)
 : 1, 13, 3, 1, -7, 2, 4, -9
CCO[C@H]1OC(C(=O)O)=C[C@@H](c2csc3ccccc23)[C@@H]1CCCO
 : -1, -4, -6, 1, 0, 7, -6, -2
C=CCc1c(C)[nH]c2c(OC)cccc2c1=S
 : 2, 9, 2, -6, -5, 9, -1, 2
O=C(Nc1ccc(F)cc1)Nc1cccnc1Cl
 : -9, -34, 4, 77*, 0, -11, 85*, 6
COc1ccc(/C=C/C(=O)c2ccc(OC)cc2OC)c(OC)c1
 : -5, 31, -6, -10, 8, 18, 0, 0
CN(C)CCCN(C(=O)COc1ccccc1)c1nc2ccc(F)cc2s1
 : -3, -3, 1, 3, 6, -10, 9, 23
O=C(CN1CCN(C(=O)N2CCOCC2)CC1)Nc1ccc(Br)cc1
 : -1, -2, 4, -7, -1, 3, 4, 0
COc1ccccc1OCCCOc1ccc(/C=C2\SC(=O)NC2=O)cc1OC
 : 2, -26, 5, 41, 6, 1, -7, -11
Cc1csc(SCC(=O)Nc2ccc(C)c(F)c2)n1
 : 9, 13, 4, -10, 0, -22, -11, 2
O=C(NCCCN=C1NS(=O)(=O)c2ccccc21)c1ccc(Cl)cc1
 : -1, -3, 6, -1, -4, 11, 1, 5
CN1CCN(CC(C)(C)NS(=O)(=O)c2ccc(Cl)cc2)CC1
 : 7, -48, -19, 9, -11, -5, 2, -2

Complete entries as entered above.
CC(=O)Nc1ccc(NC(=O)CCN2C(=O)C3CC=CCC3C2=O)cc1 (configuration not stated) across the screens: Gli-Sufu antag = 1; 697 NFkB inh = 13; Apaf-1 inh = 3; SENP8 block = 1; HKDC1 inh = -7; Jurkat NFkB inh = 2; SENP7 block = 4; UBC13 polyUb = -9
O=C(NCCCN=C1NS(=O)(=O)c2ccccc21)c1ccc(Cl)cc1 across the screens: Gli-Sufu antag = -1; 697 NFkB inh = -3; Apaf-1 inh = 6; SENP8 block = -1; HKDC1 inh = -4; Jurkat NFkB inh = 11; SENP7 block = 1; UBC13 polyUb = 5
O=C(Nc1ccc(F)cc1)Nc1cccnc1Cl across the screens: Gli-Sufu antag = -9; 697 NFkB inh = -34; Apaf-1 inh = 4; SENP8 block = 77*; HKDC1 inh = 0; Jurkat NFkB inh = -11; SENP7 block = 85*; UBC13 polyUb = 6
